Screening results: PubChem BioAssay, NCI
Growth percent in the NCI-60 one-dose screen (48 h, 10 µM unless noted): 100 = growth as untreated, 0 = no growth, -100 = all killed.
HS 578T – HS 578T breast cancer; hit rate 4.1% among 78,000
LOX IMVI – LOX IMVI melanoma. hit rate 7.4% among 79,000
SK-MEL-2 – SK-MEL-2 melanoma; hit rate 4.7% among 77,000
MDA-MB-435 – MDA-MB-435 melanoma. hit rate 7.8% among 82,000
T-47D – T-47D breast cancer; hit rate 5% among 79,000
SK-MEL-5 – SK-MEL-5 melanoma | hit rate 6.4% among 80,000
BT-549 – BT-549 breast cancer | hit rate 4.4% among 78,000
SK-MEL-28 – SK-MEL-28 melanoma | hit rate 4.1% among 81,000 | AID 1794761
* = called active by the depositor; x = no result given; & = joins results of further samples. How the source made its calls: active means growth percent below 10; inactive means the rest.

SMILES	HS 578T	LOX IMVI	SK-MEL-2	MDA-MB-435	T-47D	SK-MEL-5	BT-549	SK-MEL-28
COc1cc(/C=C/c2cc(/C=C/c3ccc(O)c(OC)c3)n(C(=O)Nc3ccc(C)cc3)n2)ccc1O	-16*	1.9*	-14*	-1.6*	5.6*	1.2*	-23*	13
Nc1ncc(Cl)cc1[N+](=O)[O-]	x	103	106	103	116	101	85	112
N#COc1ccc(-c2ccccc2)cc1	90	101	126	109	x	97	82	107
CC(=O)Nc1ccc(/C=N/NC(N)=S)cc1	106	97	103	107	97	102	97	106
Oc1ccc(/C=N/c2n[nH]c(-c3ccccc3)n2)c(O)c1O	91	62	100	95	64	94	93	96
O=C(c1ccccc1)c1ccccc1C(=O)N(CCO)CCO	121	97	103	115	121	107	98	107
C[S+](C)Cc1ccc(C(=O)Oc2ccc([N+](=O)[O-])cc2)cc1	102	105	116	107	108	97	105	108
COc1cc(N)ccc1NC(C)=O	82	87&96	92&148	110&98	88&152	103&112	89&89	118&89
N#C/C(=C\c1ccc(Cl)cc1Cl)C(=O)Nc1cc(-c2ccccc2)nn1-c1ccccc1	83	89	93	93	78	96	99	96
C=C1CC[C@H]2[C@@](C)(CCC3OC(c4ccc(OCc5cn(CC6OC(OC)C(OCc7ccccc7)C(OCc7ccccc7)C6OCc6ccccc6)nn5)cc4)OC[C@]32C)[C@@H]1/C=C/C1=CCOC1=O (some centres undefined)	88	x	117	105	90	98	94	97
COc1nc(OC)nc(-c2cc(-c3cc(OC)c(OC)c(OC)c3)no2)n1	95	104	108	111	103	88	120	115
CCOC(=O)C1CCCC(=O)C1Cc1cccc(OC)c1 (centres undefined)	103	104	104	103	93	102	105	104
Clc1cc(Cl)c(OCCBr)cc1Cl	110	105	111	105	118	x	98	110
CCCN(CCC)C1N=C(C)Nc2c1sc(=S)n2-c1ccc(OC)cc1OC (centres undefined)	96	89	81	102	67	83	78	100
CC1=NC=N/C1=C\c1sc(=S)[nH]c1O	x	94	98	x	106	100	97	105
COc1cc(/C=C2\CN(S(=O)(=O)c3ccc(C)cc3)C/C(=C\c3cc(CN4CCOCC4)c(O)c(OC)c3)C2=O)cc(CN2CCOCC2)c1O	27	-49*	x	-20*	64	-63*	-22*	-33*
O=C(NNC(=O)c1ccc2ccccc2c1)c1ccc(Cl)cc1	103	102	108	96	102	107	107	109
C(=Nc1ccc2c(c1)Cc1ccccc1-2)c1ccnc2ccccc12	x	16	x	72	77	103	x	110
Cc1ccc(Cn2c(C)c(-c3ccccc3)c(-c3ccccc3)c2C)cc1	106	63	77	87	55	43	66	86
CCCCNC(=O)C1(N2C(=O)c3ccccc3C2=O)CCCC1	103	95	98	102	112	103	110	111
C=CCOc1ccc(/C(Cl)=N/N=C(\Cl)c2cc(OC)c(OC)c(OC)c2)cc1	76	81	72	81	48	69	89	88
CCOC(=O)NNC(=O)OCC	105	103	116	104	101	104	102	96
COc1ccc(C(=O)c2ccc3[nH]c(=O)nc(N)c3c2)cc1	93	x	109	104	103	113	96	103
CC(=O)Oc1cc(O)oc(=O)c1	121	105	106	99	108	114	109	107
CNC(=O)OC[C@H]1N=C(C)c2ccccc2N(CC(=O)N[C@@H](CB(O)O)C(C)C)C1=O	109	104	105	100	94	92	99	84
C=CCNC(=O)Cc1c(-c2ccc(OC)cc2)oc2c(OC)c3c(c(OC)c12)OCO3	103	93	108	103	101	96	100	109
COC(=O)C(C)n1c(-c2ccc(C)o2)nc2cc3nc4ccccc4nc3cc21 (centres undefined)	108	96	89	108	94	102	109	112
C=CCOc1ccc2c(c1)CC[C@@H]1[C@@H]2CC[C@]2(C)C(=O)/C(=N/O)C[C@@H]12	35	42	55	62	23	77	29	106
CC(=O)N(C)c1ccc(N)c2c1C(=O)c1ccccc1C2=O	93	96	105	100	94	97	88	105
COc1nc(Cl)nc2c1ncn2C/C=C/CCl	103	75	90	89	75	89	95	101

In another format: entries from further up.
mol,HS 578T,LOX IMVI,SK-MEL-2,MDA-MB-435,T-47D,SK-MEL-5,BT-549,SK-MEL-28
Cc1ccc(Cn2c(C)c(-c3ccccc3)c(-c3ccccc3)c2C)cc1,106,63,77,87,55,43,66,86
CCCCNC(=O)C1(N2C(=O)c3ccccc3C2=O)CCCC1,103,95,98,102,112,103,110,111
C=CCOc1ccc(/C(Cl)=N/N=C(\Cl)c2cc(OC)c(OC)c(OC)c2)cc1,76,81,72,81,48,69,89,88

Next part.
SMILES	HS 578T	LOX IMVI	SK-MEL-2	MDA-MB-435	T-47D	SK-MEL-5	BT-549	SK-MEL-28
COC(=O)C(C(=O)OC)C(Br)C(Br)C(Br)c1ccccc1 (centres undefined)	x	-16*	x	91	-33*	91	108	106
Cc1ccc(NC(=O)c2sc3nc4c(cc3c2N)C(=O)CCC4)cc1C	28	39	37	-56*	24	27	49	37
COc1cc(NS(=O)(=O)C(C)C)cc(-c2cc(-c3ccc(N4CCNCC4)cc3)cnc2N)c1	65	67	117	93	82	102	78	107
CS(=O)(=O)NC1CCCCC1	101	102	103	109	93	108	108	125
c1ccc(-c2c3c(nn2-c2ccccc2)CCc2cnoc2-3)cc1	x	43	95	63	60	37	65	74
CN1CCCc2cc3c(cc21)oc1ccccc13	92	96	112	104	100	93	91	110
CCc1cccc(CC)c1NC(=O)c1ccccc1Br	104	87	98	98	98	96	92	103
Clc1ccc(Nc2ncnc3c2sc2ncccc23)c(Cl)c1	96	4.1*	x	36	37	28	45	66
N#CC(Cc1ccccc1)c1ccccc1 (centres undefined)	x	99	x	107	108	100	x	120
Cc1ccc(Br)cc1C(=O)O	117	103	x	104	99	99	106	114
c1ccc(NN=C2c3ccccc3-c3ccccc32)cc1	93	79	83	105	19	87	98	120
Cc1nc2oc3ccccc3c(=O)c2cc1C(=O)NCc1ccccc1	105	56	9.3*	65	54	81	88	79
Cc1ccc(NC(=O)N=Nc2c(O)[nH]c3ccccc23)c(C)c1	91	92	106	96	96	94	97	87
COc1cc(C2=N/C(=C\c3cc4ccccc4nc3Oc3ccccc3)C(=O)N2C(=N)N)cc(OC)c1OC	34	67	85	95	49	84	33	78
O=c1c(-c2nc3ccccc3[nH]2)cc2ccccc2n1Cc1cn(Cc2ccc([N+](=O)[O-])cc2)nn1	76	62	94	57	83	84	109	72
Cc1ccc(-n2cnc3c(Nc4ccccn4)nc(Cl)nc32)c(C)c1	97	95	103	102	93	101	94	103
N#C/C(=C\c1ccc(F)cc1)C(=O)O	90	99	110	113	114	101	121	109
COc1cc(Cn2c(-c3nonc3N)nc3ccccc32)ccc1C	23	43	20	-31*	37	19	67	52
CCOC(=O)Nc1cc(F)c(F)cc1F	105	96	110	97	99	99	104	101
Cc1ccc(S(=O)(=O)NC2c3ccccc3Oc3ccccc32)cc1	95	95	93	109	73	101	102	102
N#Cc1c(N)oc2c(-c3ccccc3)c3c(C#N)c(N)oc3cc12	105	98	102	104	88	99	101	116
CCCCCCCCCCCCCCCCCCNC(=S)/N=C/c1c(O)c2ccccc2[nH]c1=O	104	67	111	94	87	100	93	99
COC(=O)/C=C1/S/C(=N\N=C\c2ccc(OCC(F)(F)F)cc2)N(c2ccccc2)C1=O	57	76	104	91	85	96	94	103
CCC/C(=C\c1ccc(OCOC)c(OCOC)c1)C(=O)NC(Cc1ccccc1)C(=O)C(=O)NCc1ccccc1 (centres undefined)	99	91	104	98	95	78	95	99
CCn1c(NNC(=S)Nc2ccc(F)cc2)nc2c1c(=O)n(C)c(=O)n2C	105	98	109	103	95	99	101	113
C=C1CC[C@@H]2[C@](C)(COC(C)=O)[C@H](OC(C)=O)CC[C@@]2(C)[C@@H]1CC(NCCCCCCCCCCCCCCCCCC)C1=CCOC1=O (some centres undefined)	103	98	x	107	97	101	106	111
CN(C)c1ccc(CSc2ccc(Cl)cc2)cc1	x	102	100	99	68	87	83	100
CCCn1cnc2c(c1=N)C(c1ccc(Cl)cc1)c1sc3c(CC)cccc3c1O2 (centres undefined)	4.2*	29	23	-35*	10	31	41	58
COc1cc(NC(C)CCCN)c2nc(C)ccc2c1Oc1ccc(F)cc1 (centres undefined)	50	51	x	104	87	86	71	98
Clc1cncc(Nc2ncnc3ccc(-c4cnc5[nH]ccc5c4)cc23)c1	90	74	81	86	19	91	74	91
CC(C)(C)c1cc(/N=C/c2ccc(F)cc2)n(-c2ccccc2)n1	106	100	138	94	80	93	117	105
Fc1cccc(CNc2c3ccccc3nc3ccccc23)c1F	87	39	107	87	68	83	91	97
CCOC(=O)c1nc(Oc2ccc(NC(=O)Nc3ccc(C)c(Cl)c3)cc2)c2ccccc2n1	103	109	113	98	101	102	92	104
CC1(C)[C@@H](O)CC[C@]2(C)[C@H]3CC[C@@H]4[C@H]5[C@H](C(=O)/C=C\c6ccc(Br)cc6)CC[C@]5(O)CC[C@@]4(C)[C@]3(C)CC[C@@H]12	89	75	103	83	67	89	x	104
CS(=O)(=O)c1nccc(-c2c(-c3cccc(OCCc4ccccc4)c3)nc3sccn23)n1	92	94	107	104	92	78	116	112
O=C(O)c1cc(-n2c(O)c(C=C3N=c4ccccc4=N3)sc2=S)ccc1O	96	96	113	103	101	102	102	103
O=C(Cn1cc(-c2ccccc2)nn1)Nc1nc(-c2ccc(Br)cc2)cs1	113	96	103	99	98	99	96	102
C#CCn1c(-c2cc(OC)c(OC)cc2Br)nc(-c2ccccc2)c1-c1ccccc1	67	35	28	6.8*	39	12	61	70
Cn1c(=O)c2[nH]c(CCCc3nc4ccccc4[nH]3)nc2n(C)c1=O	99	93	112	93	99	106	119	120
COc1ccc(/C=c2\c(=O)n(-c3ccccc3)c3nn4c(n23)=NNC(c2ccccc2)=C4c2ccccc2)cc1	110	91	110	107	x	94	102	111
O=c1c2ccccc2sc2c(NCCCNCCO)nc3ccccc3c12	34	-87*	-36*	5.0*	66	-65*	72	-18*
O=C(Nc1ccccc1Cl)c1ccccc1Cl	100	101	104	107	103	99	105	107
O=C1C(=O)c2ccccc2C(O)=C1C(C1=C(O)c2ccccc2C(=O)C1=O)c1ccccc1O	112	86	84	101	109	95	97	116
C(=N\Nc1nnc2n1N=C(c1ccccc1)CS2)/c1ccsc1	109	96	104	106	95	96	107	110
O=C(Nc1cccc(Br)c1)N1c2ccccc2SC12CCCC2	83	92	x	96	90	87	95	101
S=C(Nc1ccc(OCc2nc3ccccc3[nH]2)cc1)NC1CCCCC1	102	x	123	105	89	92	109	85
Nc1ccc(-c2ccc(Br)cc2)cc1	x	106	114	100	97	101	85	109
CN(Cc1cnc2nc(N)nc(N)c2n1)c1ccc(C(=O)N[C@@H](CCc2nn[nH]n2)c2nn[nH]n2)cc1	76	16	75	39	76	41	53	103
CC(N)CC1=CCCCC1 (centres undefined)	100	95	109	101	135	100	99	99
CCOC(=O)c1cc(-c2cccc(Cl)c2)nc2ccccc12	x	108	99	105	89	99	97	112
O=c1[nH]c(-c2ccc(O)cc2)nc2n[nH]c(Nc3ccccc3)c12	68	45	47	31	47	45	57	75
O=c1ccn(C2OC(CO)C(O)C2F)c(=O)[nH]1 (centres undefined)	140	106	119	107	90	107	115	116
CC(=O)OC[C@H](O)[C@@]1(O)CC[C@H]2[C@@H]3CCC4=CC(=O)CC[C@]4(C)[C@H]3[C@@H](O)C[C@@]21C	114	103	x	119	113	101	x	114
CCOc1ccc2nc(C)cc(Nc3ccc(S(=O)(=O)Nc4nccs4)cc3)c2c1	118	107	88	99	101	99	102	123
O=C(NCCc1ccc(O)c(O)c1)c1ccccc1Nc1ccnc(C(F)(F)F)c1	100	92	104	101	90	100	102	110
CCCC(O)CNCc1ccnc2ccc(OC)cc12 (centres undefined)	31	99	117	100	105	101	107	118
COc1ccc(Nn2c(=O)c(=O)[nH]c3nn4c(-c5ccc(OC)c(OC)c5)c(C#N)c(N)nc4c32)cc1	94	100	103	108	92	97	105	113
CCCCN(CCCC)C1CCCC(OC(=O)NC)C1 (centres undefined)	101	87	94	121	94	96	x	112
CSc1nc(NN)cc(-c2ccccc2)n1	106	101	126	118	105	102	110	117
C=CCN1C(=O)c2cccc3c(-c4ccc(-c5nc6c7ccccc7c7ccccc7c6[nH]5)cc4)ccc(c23)C1=O	104	100	106	103	98	x	101	102
O=[N+]([O-])c1ccc(N=Nc2c(S(=O)(=O)O)cc3cc(S(=O)(=O)O)ccc3c2O)c([N+](=O)[O-])c1	101	105	x	115	113	102	x	111
Nc1c(C(=O)c2ccccc2)sc2nc(-c3cccs3)cc(C(F)(F)F)c12	82	93	106	101	79	95	98	105

Among those listed so far, 10 contain fluorine:
SMILES	HS 578T	LOX IMVI	SK-MEL-2	MDA-MB-435	T-47D	SK-MEL-5	BT-549	SK-MEL-28
N#C/C(=C\c1ccc(F)cc1)C(=O)O	90	99	110	113	114	101	121	109
CCOC(=O)Nc1cc(F)c(F)cc1F	105	96	110	97	99	99	104	101
COC(=O)/C=C1/S/C(=N\N=C\c2ccc(OCC(F)(F)F)cc2)N(c2ccccc2)C1=O	57	76	104	91	85	96	94	103
CCn1c(NNC(=S)Nc2ccc(F)cc2)nc2c1c(=O)n(C)c(=O)n2C	105	98	109	103	95	99	101	113
COc1cc(NC(C)CCCN)c2nc(C)ccc2c1Oc1ccc(F)cc1 (centres undefined)	50	51	x	104	87	86	71	98
CC(C)(C)c1cc(/N=C/c2ccc(F)cc2)n(-c2ccccc2)n1	106	100	138	94	80	93	117	105
Fc1cccc(CNc2c3ccccc3nc3ccccc23)c1F	87	39	107	87	68	83	91	97
O=c1ccn(C2OC(CO)C(O)C2F)c(=O)[nH]1 (centres undefined)	140	106	119	107	90	107	115	116
O=C(NCCc1ccc(O)c(O)c1)c1ccccc1Nc1ccnc(C(F)(F)F)c1	100	92	104	101	90	100	102	110
Nc1c(C(=O)c2ccccc2)sc2nc(-c3cccs3)cc(C(F)(F)F)c12	82	93	106	101	79	95	98	105

Rows were taken by chance; about 12% have a hit in one of these screens.
